Assay outcomes from PubChem.
HePTP inh: inhibitors of human HePTP phosphatase; P35236; recombinant HePTP phosphatase activity, OD absorbance; inhibition, % at 20 µM; 0.64% of 110,000 active; in the data active means inhibition above about 50%;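 further: plate controls were vehicle for no effect and reference inhibitor for full effect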
BAP1 inh: human BAP1 deubiquitinase inhibition; Q92560; recombinant BAP1, Ub-AMC hydrolysis fluorescence kinetic; active compounds read low; activity remaining (% of control), % at 20 µM; 0.48% of 72,000 active; AID 436;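 active means activity remaining at or below 50% of control, provided the compound also passes the data quality filters; inactive means the rest, including low values that fail the filters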;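 further: 100% = DMSO wells rate and 0% = substrate alone blank rate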
Target sequence (Q92560 whole entry, looked up): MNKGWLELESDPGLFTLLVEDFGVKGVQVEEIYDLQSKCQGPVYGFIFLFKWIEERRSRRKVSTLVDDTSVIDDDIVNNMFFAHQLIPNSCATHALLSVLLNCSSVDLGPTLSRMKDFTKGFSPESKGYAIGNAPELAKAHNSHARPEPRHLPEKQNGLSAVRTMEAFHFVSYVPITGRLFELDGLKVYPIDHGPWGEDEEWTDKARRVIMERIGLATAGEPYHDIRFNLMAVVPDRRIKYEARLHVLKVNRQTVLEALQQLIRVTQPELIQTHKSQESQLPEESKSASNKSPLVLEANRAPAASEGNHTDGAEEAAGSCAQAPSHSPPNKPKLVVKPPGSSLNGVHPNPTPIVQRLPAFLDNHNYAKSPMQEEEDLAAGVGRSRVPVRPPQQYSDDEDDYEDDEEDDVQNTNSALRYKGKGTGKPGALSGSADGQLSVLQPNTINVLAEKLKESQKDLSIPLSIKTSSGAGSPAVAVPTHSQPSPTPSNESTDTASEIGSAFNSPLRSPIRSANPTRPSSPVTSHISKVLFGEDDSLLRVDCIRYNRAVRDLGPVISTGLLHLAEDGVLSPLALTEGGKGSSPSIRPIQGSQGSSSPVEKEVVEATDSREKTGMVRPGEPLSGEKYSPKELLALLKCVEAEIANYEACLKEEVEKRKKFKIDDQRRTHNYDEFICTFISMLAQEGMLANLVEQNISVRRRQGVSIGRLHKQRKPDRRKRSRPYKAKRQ
An asterisk follows results filed as active; · = no result given; & = joins results of further samples.

HePTP inh	BAP1 inh	canonical_smiles
4	100	CC(NC(=O)c1cccc(N2CCCC2=O)c1)c1ccc2c(c1)OCCO2 (stereo not drawn)
9	114	O=C(COn1nnc2ccc(Cl)cc21)NCc1ccccc1
-16	·	Oc1cccc(C=Nc2ccccc2O)c1
-14	·	CCOC(=O)c1c(C)oc2ccc(N(C(=O)c3ccncc3)S(=O)(=O)c3ccc(C)cc3)cc12
11	·	CCN(CC)c1ccc(C2Nc3ccccc3NC3=C2C(=O)CC(c2ccc(OC)cc2)C3)cc1 (stereo not drawn)
-7	·	O=C(COc1ccc(Br)cc1)Nc1cc(Cl)cc(Cl)c1
-1	109	CNC(=O)N(O)C1N(C)C(=O)N(Cc2ccccc2)C1(C)C (stereo not drawn)
-15	·	CCCN1C(=O)c2ccccc2NC1c1ccc(OC)c(COc2ccc([N+](=O)[O-])c(C)c2)c1 (stereo not drawn)
-6	100	O=C(NCc1ccco1)C1CCN(c2nnc(-n3cccc3)s2)CC1
10	92	CCS(=O)(=O)n1nc(-c2ccc(Cl)cc2)nc1N
4	108	Cn1c(=O)c2cc(S(=O)(=O)Nc3cccc(F)c3)ccc2n(C)c1=O
·	129	CCOc1ccc2nc(NC(=O)c3cccs3)sc2c1
-7	·	Cc1cc(C)nc(SCC(=O)c2cccs2)n1
6	·	CNC(=O)c1c(-c2ccccc2Cl)noc1C
12	96	CCCC(=O)Nc1ccc2nc(SCC(=O)Nc3nccs3)sc2c1
4	100	CCSC1=C(C#N)C(c2ccc(F)cc2)CC(=O)N1 (stereo not drawn)
-14	·	COc1ccccc1NC(=O)CC1S/C(=N\N=C(/C)c2ccc(Cl)cc2)NC1=O (stereo not drawn)
-15	·	Cc1nc(C(F)(F)F)nc(Nc2ccc(Br)cc2)c1C#N
4	52	Cc1ccc2oc(=O)c3cnn(CC(=O)NC4CCC(C)CC4)c3c2c1 (stereo not drawn)
-2	88	COCC(=O)Nc1nc2n(n1)C(c1ccc(Cl)cc1)CC(c1ccc(OC)cc1)N2 (stereo not drawn)
-6	·	O=C(N=Nc1c(Cl)cc(Cl)cc1Cl)c1ccc(-n2c(O)c3ccccc3c2O)cc1
6	87	CCNS(=O)(=O)c1ccc2nc(NC(=O)c3cccnc3)sc2c1
·	150	O=C(c1cc2n(n1)C(C(F)(F)F)CC(c1ccc(Br)cc1)N2)N1CCOCC1 (stereo not drawn)
5	·	CCSc1nnc(NC(=O)COc2ccccc2)s1
4	95	CN(C1CCCCC1)S(=O)(=O)c1ccc(C(=O)O)cc1
6	105	CCN(CC)CCNC(=O)CCc1n[nH]c(=O)c2ccccc12
·	66	CN(C)c1ccc(NS(=O)(=O)c2ccc([N+](=O)[O-])cc2)cc1
1	94	CCOc1ccc(C2N(c3cc(Cl)ccc3OC)C(=O)C3CCCN32)cc1OC (stereo not drawn)
-2	·	CCc1ccccc1NC1=NCC(=O)N1Cc1ccc(OC)cc1
2	105	CC1(C)CSC(=S)N1S(=O)(=O)c1ccccc1
1	63	O=C(c1cccnc1Nc1ccc2c(c1)CCC2)N1CCOCC1
10	·	Cc1cc2nc(Nc3nc(O)cc(=O)[nH]3)nc(C)c2cc1C
-2	·	CC(=O)C1C(=O)c2cc([N+](=O)[O-])ccc2C1=Nc1ccccc1C (stereo not drawn)
7	105	Cc1cc(NC(=O)c2ccco2)ncc1NC(=O)Cc1ccccc1
-1	109	Cc1ccc(CNC(=O)CNS(=O)(=O)c2cccc3nsnc23)cc1
-13	99	COc1ccc(N(CC(=O)N2CCc3ccccc3C2)S(=O)(=O)c2c(C)nn(C)c2C)cc1
0	88	COC(=O)C1C2C=CC3(CN(C(C)c4ccc(OC)cc4)C(=O)C13)O2 (stereo not drawn)
3	·	C=CCN1C(=O)NC(=O)C(=Cc2ccc(C(C)C)cc2)C1=O
18	·	COc1cc(/C=C2\C(=O)NC(=O)N(c3cc(C)cc(C)c3)C2=O)cc(Cl)c1OC
6	105	CC1(c2ccc(OC(F)F)cc2)NC(=O)N(CC(=O)NC2CCCCC2)C1=O (stereo not drawn)
4	97	O=C(Nc1ccc(Nc2ccccc2)cc1)N1CCOCC1
11	104	N#CCCN(CC(=O)O)S(=O)(=O)c1ccccc1
8	91	COc1cccc(N2CCN(c3ncnc4c3[nH]c3ccccc34)CC2C)c1 (stereo not drawn)
2	·	COc1ccccc1CC(=O)N1CCN(c2ccccc2)CC1
4	98	COc1ccc(Cl)cc1N1C(=O)C2CCCN2C1c1cccc(F)c1 (stereo not drawn)
3	79	c1ccc(Cn2nnc3c(NCc4ccc5c(c4)OCO5)nc(C4CC4)nc32)cc1
·	112	Cc1ccc(S(=O)(=O)N(C)CCCC(=O)Nc2ccccn2)cc1
-5	96	c1c2c(cc3sc(N4CCOCC4)nc13)OCCO2

Four of the entries above in order of the HePTP inh value, ascending:
SMILES	HePTP inh
c1c2c(cc3sc(N4CCOCC4)nc13)OCCO2	-5
COC(=O)C1C2C=CC3(CN(C(C)c4ccc(OC)cc4)C(=O)C13)O2 (stereo not drawn)	0
C=CCN1C(=O)NC(=O)C(=Cc2ccc(C(C)C)cc2)C1=O	3
O=C(Nc1ccc(Nc2ccccc2)cc1)N1CCOCC1	4

Going on with the list.
HePTP inh	BAP1 inh	canonical_smiles
0&7	64	C=CCNCc1cccn1-c1ccccc1
2	85	COc1ccc(-n2c(Cc3cccn3C)nnc2SCC(=O)Nc2nccs2)cc1
·	125	CC1=C(C(=O)OCCCCl)C(c2ccc(C)cc2)NC(=O)N1 (stereo not drawn)
2	·	CC(=O)Nc1cc(-c2nc3cc(C)c(C)cc3o2)ccc1Cl
-9	·	O=C(CCc1ccccc1)Nc1nc(-c2cccc3ccccc23)cs1
2	87	CCCC(c1nnnn1Cc1ccco1)N1CCN(c2cc(Cl)ccc2C)CC1 (stereo not drawn)
1	·	COc1ccc(NC(=O)COc2cccc(C)c2)c(OC)c1
4	124	C[C@]12CC[C@@H]3c4ccc(OS(=O)(=O)O)cc4CC[C@H]3[C@@H]1CCC2=O
6	113	O=C(Cn1c(=O)oc2cc(S(=O)(=O)NCc3ccccc3)ccc21)NCc1ccco1
-9	·	CC1=NN(C(=O)CCc2ccccc2)C(O)(c2ccc(Br)cc2)C1 (stereo not drawn)
8	·	COc1ccc(NC(=O)CN(c2ccc(OC)cc2)S(C)(=O)=O)cc1
8	72	CC(=N\O)/C(CN(C)C)=N/O

Gathered by group: the entries above with a furan ring, fused or not.
HePTP inh	BAP1 inh	canonical_smiles
-14	·	CCOC(=O)c1c(C)oc2ccc(N(C(=O)c3ccncc3)S(=O)(=O)c3ccc(C)cc3)cc12
-6	100	O=C(NCc1ccco1)C1CCN(c2nnc(-n3cccc3)s2)CC1
7	105	Cc1cc(NC(=O)c2ccco2)ncc1NC(=O)Cc1ccccc1
2	87	CCCC(c1nnnn1Cc1ccco1)N1CCN(c2cc(Cl)ccc2C)CC1 (stereo not drawn)
6	113	O=C(Cn1c(=O)oc2cc(S(=O)(=O)NCc3ccccc3)ccc21)NCc1ccco1

More entries:
HePTP inh	BAP1 inh	canonical_smiles
4	105	CCc1c(O)nc(N2CCN(Cc3ccccc3)CC2)[nH]c1=O
8	·	Cc1cc(/C=C2/SC(=O)NC2=O)c(C)n1-c1ccc(F)cc1
-1	·	CCCOC(=O)c1ccc(NC(=O)c2ccc(OCc3ccccc3)cc2)cc1
-12	·	CC(=O)Oc1ccccc1/C=C1\CCOC1=O
4	·	O=C1NC(=S)N/C1=C/c1cc([N+](=O)[O-])cc([N+](=O)[O-])c1O
7	·	Cc1ccc(OCC(=O)Nc2cc([N+](=O)[O-])ccc2C)c(C)c1
·	162	Oc1cccc2ccc(N3CCOCC3)nc12
10	·	CCC1CCc2c(sc(N)c2C(=O)OC(C)C)C1 (stereo not drawn)
7	121	C=CCc1cccc(CNc2c(C)n(C)n(-c3ccccc3)c2=O)c1O
0	·	N/C(Cc1ccc(Cl)cc1)=N\OC(=O)Cc1ccc([N+](=O)[O-])cc1
-14	·	CCN(CC)CCNC(=O)C12CC3CC(CC(C3)C1)C2
10	144	CCN(CC(=O)Nc1ccc2c(c1)OCO2)Cc1nc2ccccc2c(=O)[nH]1
6	76	COc1ccc(/C(O)=C2/C(=O)C(=O)N(CCN3CCOCC3)C2c2ccccn2)cc1OC (stereo not drawn)
-1	·	O=C(O)CCCCCN1C(=O)C(=O)/C(=C(/O)c2ccc(F)cc2)C1c1ccc(O)cc1 (stereo not drawn)
2	66	COCC(=O)Nc1cccc2ccccc12
14	101	Cc1ccc(NC(=O)N2CCC(C(=O)NCc3ccc(F)cc3)CC2)cc1
6&8	105	O=C(O)c1cccc(C(=O)Cc2ccccc2)c1
-16	·	Cc1cc(NC(=O)COC(=O)C(CC(C)C)NC(=O)c2ccccc2)no1 (stereo not drawn)
4	·	COc1ccc(Cl)cc1NC(=O)C1=C(C)NC(=O)NC1c1ccc([N+](=O)[O-])cc1 (stereo not drawn)
8	·	Cc1ccc(S(=O)(=O)Nc2cc(-c3cccc(C)c3)[nH]n2)cc1
-4	96	COc1ccc(CC(=O)c2cc(OC)c(OC)cc2CC(=O)O)cc1OC
10	90	C1=Nc2c(Nc3ccccc3)ncnc2Oc2ccccc21
2	93	CC(C)(C)c1ccc(C(=O)Nc2cnccn2)cc1
7	99	CCOC(=O)Nc1ccc(C(=O)Oc2ccccc2)c(O)c1
0	·	COc1ccc(CCNc2cc(N3CCN(C(=O)c4cc(Cl)c(OC)c(Cl)c4)CC3)ccc2[N+](=O)[O-])cc1OC
25	92	O=C(O)C1Nc2c(C(=O)N3CCOCC3)cccc2C2C=CCC12 (stereo not drawn)
0	·	CCCc1ccc(-c2nc(-c3ccc(C)cc3)no2)cc1
-2	·	Cn1ncc(Cl)c1C(=O)N(C(=O)c1c(Cl)cnn1C)c1ccccn1
·	67	O=[N+]([O-])c1ccc(S(=O)(=O)C(F)(F)F)cc1
10	75	CCN(CC)C(=O)C1CCCc2c1[nH]c1ccc(Cl)cc21 (stereo not drawn)
4&7	96	Cc1cc(C)n(-c2cc(-n3nc(C)cc3C)ncn2)n1
4	·	Cc1ccccc1-c1cc(C(=O)Nc2ccccc2C(F)(F)F)c2ccccc2n1
9	99	CCOC(=O)N1CCC(Nc2nc3ccccc3n3cnnc23)CC1
-6	·	CCCOc1ccc(C(=O)Nc2ccc(NC(=O)c3ccco3)c(OC)c2)cc1
-4	·	O=[N+]([O-])c1ccc(Sc2nc3ccccc3s2)nc1
·	64	CCN(CC)CC#CC(O)(c1ccccc1)c1cccc(F)c1 (stereo not drawn)

5 of the compounds above, with bars between the fields:
structure | HePTP inh | BAP1 inh
Cn1ncc(Cl)c1C(=O)N(C(=O)c1c(Cl)cnn1C)c1ccccn1 | -2 | ·
O=[N+]([O-])c1ccc(S(=O)(=O)C(F)(F)F)cc1 | · | 67
CCN(CC)C(=O)C1CCCc2c1[nH]c1ccc(Cl)cc21 (stereo not drawn) | 10 | 75
Cc1cc(C)n(-c2cc(-n3nc(C)cc3C)ncn2)n1 | 4&7 | 96
Cc1ccccc1-c1cc(C(=O)Nc2ccccc2C(F)(F)F)c2ccccc2n1 | 4 | ·

Additional records follow:
HePTP inh	BAP1 inh	canonical_smiles
·	152	Oc1ccc2c(c1)c1c3n2CCNC3CCC1 (stereo not drawn)
4	106	C=C(C)CC1N(c2cccc(OC)c2)C(=O)C2C(C(=O)O)C3C=CC21O3 (stereo not drawn)
4	·	CCc1ccc(-n2c(C)cc(/C=N/NC(N)=O)c2C)cc1
10	109	CCOC(=O)N1CCC(NC(=O)C2CCCN(c3nc4ccccc4o3)C2)CC1 (stereo not drawn)
·	101	COc1cc(CC(=O)O)ccc1O
1	·	COc1cc(C2NC(=O)NC(C)=C2C(=O)OCCOc2ccccc2)cc(Cl)c1O (stereo not drawn)
1	·	C=CCn1c(CCN2C(=O)c3cccc4cccc(c34)C2=O)n[nH]c1=S
7	·	Cc1ccc(/C=N/N2CCN(Cc3cccc4ccccc34)CC2)s1
-21	73	CCn1c(SCC(=O)Nc2nc(-c3ccccc3)cs2)nnc1-c1ccccc1
3	·	CCOC(=O)c1ccc(NC(=O)c2ccccc2OCC)cc1
-12	95	Nc1nc2n(n1)C1(CCCCC1)C1=C(CCCC1)N2
4&5	105	CC1(C)CC(=O)c2cnc(NC(=O)Cc3ccc(Cl)cc3)nc2C1
·	192	NS(=O)(=O)c1ccc(N=Cc2ccc(F)cc2)cc1
6	·	CC(=O)c1ccc(-n2nncc2C(C)(C)C)cc1
8	107	Cc1ccnc(NC(=O)c2cc(S(=O)(=O)N3CCCCC3)ccc2Cl)c1
9	91	CC(C)(C)Cc1nnc(NS(=O)(=O)Cc2ccccc2)s1
0	·	CC1CCN(C(=O)/C(=C\c2ccco2)NC(=O)c2ccccc2)CC1
12	·	CCCCOc1ccc(/C=N/Nc2cc(OC)ncn2)cc1
-7	·	O=[N+]([O-])c1cccc(S(=O)(=O)NCc2ccccn2)c1
3	·	C=CCn1c(O)c(/C=C2\C=Nc3ccccc32)c(=O)[nH]c1=S
8	·	COc1ccccc1/C=C1\SC(=S)N(C(C(=O)O)C(C)C)C1=O (stereo not drawn)
0	·	O=C(c1ccccc1)N1CCN(c2nc(-c3ccccc3)c3cc(Cl)ccc3n2)CC1
-6	110	COc1ccc(S(=O)(=O)Nc2ccccc2SC)cc1C
4	53	COc1ccc(S(=O)(=O)Nc2ccc(C(F)(F)F)cc2)cc1OC
